GIRK2 act: Activates human GIRK2-containing potassium channels; P48051; 34,000 tested, under 10 active; HEK293 GIRK2/NPY4 cells, thallium flux fluorescence; activation (% efficacy), % for hits at 37.5 µM;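 active means primary screen hit, no activity in plain HEK293 cells, and in GIRK2-only cells above 5% efficacy rising with concentration; inactive means the rest, including fluorescent compounds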;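 further: efficacy is normalized control-subtracted fluorescence 15 s after thallium addition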
Target sequence (P48051 whole entry, looked up): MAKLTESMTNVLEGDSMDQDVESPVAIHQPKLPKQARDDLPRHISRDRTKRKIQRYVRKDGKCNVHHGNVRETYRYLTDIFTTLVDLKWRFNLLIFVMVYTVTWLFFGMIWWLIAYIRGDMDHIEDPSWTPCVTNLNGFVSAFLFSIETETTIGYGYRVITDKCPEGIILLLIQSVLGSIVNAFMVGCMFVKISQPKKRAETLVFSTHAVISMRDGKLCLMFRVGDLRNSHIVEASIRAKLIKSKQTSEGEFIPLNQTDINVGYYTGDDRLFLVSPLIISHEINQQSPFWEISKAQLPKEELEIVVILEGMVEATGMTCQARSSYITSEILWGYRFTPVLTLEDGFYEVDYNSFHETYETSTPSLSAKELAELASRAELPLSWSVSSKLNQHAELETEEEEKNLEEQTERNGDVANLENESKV
Calls only; i = inactive.

(1) O=C(CN1CCN(C(=O)COc2ccc(Cl)cc2Cl)CC1)c1cccs1
  GIRK2 act = i

(2) O=C(Cc1csc(Nc2ccccc2)n1)N1CCN(Cc2ccc3c(c2)OCO3)CC1
  GIRK2 act = i

(3) COc1cccc(OCC(=O)N2CCCSCC2CN2CCOCC2)c1 (stereo not drawn)
  GIRK2 act = i

(4) CC(C)CCNC(=O)c1c(N)n(CC2CCCO2)c2nc3ccccc3nc12 (stereo not drawn)
  GIRK2 act = i

(5) COCCNC(=O)NC1CNC(=O)C1 (stereo not drawn)
  GIRK2 act = i

(6) c1cc(C2CCNCC2)cs1
  GIRK2 act = i

(7) c1ccn2cc(CN3CCNCC3)nc2c1
  GIRK2 act = i

(8) NCC#CCN1CCCCCC1
  GIRK2 act = i

(9) CC(C)c1csc(CCN)n1
  GIRK2 act = i

(10) Cc1cccc(Nc2nnc(CC(=O)N3CCN(C4CCCCC4)CC3)s2)c1
  GIRK2 act = i

(11) COCCCn1c(N)c(C(=O)NCc2ccc(C)cc2)c2nc3ccccc3nc21
  GIRK2 act = i

(12) Cc1ccccc1OCC(=O)N1CCN(CCn2ccnc2)CC1
  GIRK2 act = i

(13) CC(CCc1ccccc1)NC(=O)c1cc2cccnc2n(Cc2ccc(F)cc2)c1=O (stereo not drawn)
  GIRK2 act = i

(14) O=C(Cc1cccs1)N1CCN(Cc2nc3ccccc3[nH]2)CC1
  GIRK2 act = i

(15) CCn1ccc(C(=O)Nc2ccc(Cl)cc2C(=O)c2ccccc2Cl)n1
  GIRK2 act = i

By substructure, the compounds so far with four or more nitrogen atoms (seven)
(2) O=C(Cc1csc(Nc2ccccc2)n1)N1CCN(Cc2ccc3c(c2)OCO3)CC1
  GIRK2 act = i

(4) CC(C)CCNC(=O)c1c(N)n(CC2CCCO2)c2nc3ccccc3nc12 (stereo not drawn)
  GIRK2 act = i

(7) c1ccn2cc(CN3CCNCC3)nc2c1
  GIRK2 act = i

(10) Cc1cccc(Nc2nnc(CC(=O)N3CCN(C4CCCCC4)CC3)s2)c1
  GIRK2 act = i

(11) COCCCn1c(N)c(C(=O)NCc2ccc(C)cc2)c2nc3ccccc3nc21
  GIRK2 act = i

(12) Cc1ccccc1OCC(=O)N1CCN(CCn2ccnc2)CC1
  GIRK2 act = i

(14) O=C(Cc1cccs1)N1CCN(Cc2nc3ccccc3[nH]2)CC1
  GIRK2 act = i

Next part.
(16) CCOCCCNC(=O)c1cc2cccnc2n(Cc2ccc(F)cc2)c1=O
  GIRK2 act = i

(17) CN1CCN(Cc2ccc(Br)cc2)CC1
  GIRK2 act = i

(18) Cc1cc(N2CCN(C)CC2)ncn1
  GIRK2 act = i

(19) COc1cc(C)ccc1OCC(=O)N1CCN(CCn2ncccc2=O)CC1
  GIRK2 act = i

(20) CCOC(=O)NCC#CCN1CCc2ccccc2C1
  GIRK2 act = i

(21) Cc1cc(C)n(CCN2CCCN(C(=O)Cc3cn(C)c4ccccc34)CC2)n1
  GIRK2 act = i

(22) COCCCn1c(N)c(C(=O)NCCCOC(C)C)c2nc3ccccc3nc21
  GIRK2 act = i

(23) Cn1ccnc1N1CCNCC1
  GIRK2 act = i

(24) CN(C)c1ccc(CCN)cc1
  GIRK2 act = i

(25) O=C(COc1ccc(Cl)cc1Cl)N1CCCSCC1CN1CCOCC1 (stereo not drawn)
  GIRK2 act = i

(26) COc1ccc(CNC(=O)NCC2CCN(C(=O)Oc3ccccc3)CC2)cc1
  GIRK2 act = i

(27) CC(C)Sc1ccc(CC(=O)N2CCCSCC2CN2CCOCC2)cc1 (stereo not drawn)
  GIRK2 act = i

(28) CCOc1ccc(N2CCNCC2)nn1
  GIRK2 act = i

(29) COc1ccc(-c2c(C)oc3cc(OC(=O)N(C)C)ccc3c2=O)cc1OC
  GIRK2 act = i

(30) CCCNC(=O)c1c(N)n(Cc2ccc3c(c2)OCO3)c2nc3ccccc3nc12
  GIRK2 act = i

The last 3 records of the part before are carried over, then new ones follow:
(28) CCOc1ccc(N2CCNCC2)nn1
  GIRK2 act = i

(29) COc1ccc(-c2c(C)oc3cc(OC(=O)N(C)C)ccc3c2=O)cc1OC
  GIRK2 act = i

(30) CCCNC(=O)c1c(N)n(Cc2ccc3c(c2)OCO3)c2nc3ccccc3nc12
  GIRK2 act = i

(31) Cc1cc2nc(NC(=O)c3ccn(C(C)C)n3)sc2cc1C
  GIRK2 act = i

(32) O=C(Cc1ccc(F)cc1)N1CCN(Cc2nc(-c3cccs3)cs2)CC1
  GIRK2 act = i

(33) FC(F)(F)c1ccc(C2CNCCO2)cc1 (stereo not drawn)
  GIRK2 act = i

(34) CS(=O)(=O)N1CCCC1C(=O)Nc1ccc(Br)cc1C(=O)c1ccccc1Cl (stereo not drawn)
  GIRK2 act = i

(35) COc1ccc2nc(CN3CCNCC3)[nH]c2c1
  GIRK2 act = i

(36) CN(C)CCNC(=O)c1cc2cccnc2n(Cc2ccc(F)cc2)c1=O
  GIRK2 act = i

Source: PubChem (Vanderbilt University)

A portion of the library. The share of hits here may be higher or lower than overall.
